Furin inhibitor = human furin inhibitors, primary screen, biochemical, fluorescence intensity. inhibition, % at 30 µM. P09958. actives 0.061% (n = 220,000). purified furin, fluorogenic substrate cleavage; in the data active = inhibition above about 25%; also: inactives centre near -15
14-3-3 Bad inh = inhibitors of 14-3-3 zeta/Bad binding, primary screen, biochemical, TR-FRET, bovine 14-3-3 zeta; actives 0.71% (n = 220,000); AID 781, 2007; inhibition, % at 21.7 µM; 14-3-3 protein zeta/delta (Bos taurus), P63103; TR-FRET 14-3-3zeta/Dy647-pBad peptide displacement, 1 h;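 active = inhibition above about 70%, limit read from the data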;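 also: 0% = full 14-3-3 plus peptide FRET controls and 100% = background without 14-3-3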
Thrombin inh = human alpha-thrombin inhibitors, primary screen, counter-screen for coagulation protease inhibitor project, biochemical, 1536-well, fluorogenic AMC substrate; inhibition, % at 5 µM; Prothrombin (Homo sapiens), P00734; actives 0.26% (n = 220,000); Boc-VPR-AMC fluorogenic substrate cleavage;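 active = inhibition at or above 40%; inactive = inhibition below 40%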;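 also: 0% = enzyme with no compound and 100% = wells without enzyme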
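System: human alpha-thrombin protein; Compound dosing: one concentration per compound, 5 µM, with 0.2% DMSO; Timing: reaction at room temperature; Technique: AMC fluorescence, 355/460 nm; Controls: enzyme without compound as high, wells lacking enzyme as low.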
hK5 inh = human KLK5 protease inhibitors, primary screen, biochemical, 1536-well; recombinant hK5, fluorogenic AMC substrate cleavage; inhibition, % at 5 µM; actives 0.59% (n = 210,000); AID 873, 2007;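 active = inhibition of 40% or more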;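 also: 0% = enzyme controls without compound and 100% = no-enzyme blanks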
Rad51 HR inh = human RAD51 strand exchange inhibitors, primary screen, biochemical, fluorescence. DNA repair protein RAD51 homolog 1 (Homo sapiens), Q06609. hRad51 DNA strand exchange, fluorescence dequenching. inhibition, % at 10 µM. actives 0.085% (n = 200,000). AID 1385, 2008;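 active = inhibition above 40% at the single screening dose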;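 also: 0% = DMSO control wells and 100% = blanks with heterologous ssDNA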
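Assay system: Human Rad51 nucleoprotein filaments preassembled on unlabelled ssDNA | Reagent: Donor/quencher-labelled 47-bp dsDNA substrate | Doses: One concentration, 10 µM final | Times: 37 °C 15-min filament assembly, 30-min compound preincubation, 15-min exchange | Technique: Fluorescein emission 520 nm, excitation 485 nm | Benchmarks: Plate control and blank wells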
Cl transport mod = KCC2 cotransporter modulators, thallium flux, primary screen, cell-based, HEK293 KCC2, FluoZin-2 fluorescence, MLSMR; Solute carrier family 12 member 5 (Homo sapiens), Q9H2X9; KCC2 cells, thallium flux FluoZin-2 fluorescence; B-score of Tl+ flux slope (higher = more flux/activation; lower = inhibition) at 10 µM; actives 2.2% (n = 190,000);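 active = thallium flux slope and its plate-corrected score both differing from the plate sample mean at a set confidence after two filtering rounds, in either direction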;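 also: slope of fluorescence scaled to starting intensity during 10 to 20 s after thallium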
EBV gp42 inh = Epstein-Barr virus gp42 inhibitors, primary screen, biochemical, uHTS, fluorescence polarization | Glycoprotein 42 (Epstein-Barr virus (strain AG876)), Q1HVG2 | Fluorescence polarization binding assay, mP read-out | inhibition, % (tested at 21.74 µM) | actives 0.42% (n = 220,000); in the data active = inhibition above about 50%
p47phox inh = p47phox/p22phox peptide binding inhibitors, primary screen, biochemical, uHTS, NADPH oxidase regulatory subunit. Neutrophil cytosol factor 1 (Homo sapiens), P14598. fluorescence polarization, 2 h. inhibition, % at 24.7 µM. actives 0.53% (n = 220,000). AID 1274, 2008;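 also: 0% = p47phox with labelled peptide and 100% = labelled peptide alone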
eIF4E 4G PPI = eIF4E–eIF4G protein interaction inhibitors, primary screen, biochemical, uHTS, TR-FRET, eIF4GI fragment; actives 0.37% (n = 220,000); TR-FRET eIF4E-eIF4GI(517-606) binding, 2 h; inhibition, % at 21.7 µM; AID 782, 2007;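 also: 0% = full FRET control wells and 100% = background wells lacking eIF4GI fragment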
Target sequence (P63073 whole entry, looked up, the tested form may be a part): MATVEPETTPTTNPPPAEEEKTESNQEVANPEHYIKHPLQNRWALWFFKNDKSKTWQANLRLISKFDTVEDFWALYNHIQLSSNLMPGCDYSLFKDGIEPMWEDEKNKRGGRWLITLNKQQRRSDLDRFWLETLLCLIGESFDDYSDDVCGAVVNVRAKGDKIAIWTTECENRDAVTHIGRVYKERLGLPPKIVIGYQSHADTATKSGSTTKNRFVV
Target sequence (Q04637 whole entry, looked up, the tested form may be a part): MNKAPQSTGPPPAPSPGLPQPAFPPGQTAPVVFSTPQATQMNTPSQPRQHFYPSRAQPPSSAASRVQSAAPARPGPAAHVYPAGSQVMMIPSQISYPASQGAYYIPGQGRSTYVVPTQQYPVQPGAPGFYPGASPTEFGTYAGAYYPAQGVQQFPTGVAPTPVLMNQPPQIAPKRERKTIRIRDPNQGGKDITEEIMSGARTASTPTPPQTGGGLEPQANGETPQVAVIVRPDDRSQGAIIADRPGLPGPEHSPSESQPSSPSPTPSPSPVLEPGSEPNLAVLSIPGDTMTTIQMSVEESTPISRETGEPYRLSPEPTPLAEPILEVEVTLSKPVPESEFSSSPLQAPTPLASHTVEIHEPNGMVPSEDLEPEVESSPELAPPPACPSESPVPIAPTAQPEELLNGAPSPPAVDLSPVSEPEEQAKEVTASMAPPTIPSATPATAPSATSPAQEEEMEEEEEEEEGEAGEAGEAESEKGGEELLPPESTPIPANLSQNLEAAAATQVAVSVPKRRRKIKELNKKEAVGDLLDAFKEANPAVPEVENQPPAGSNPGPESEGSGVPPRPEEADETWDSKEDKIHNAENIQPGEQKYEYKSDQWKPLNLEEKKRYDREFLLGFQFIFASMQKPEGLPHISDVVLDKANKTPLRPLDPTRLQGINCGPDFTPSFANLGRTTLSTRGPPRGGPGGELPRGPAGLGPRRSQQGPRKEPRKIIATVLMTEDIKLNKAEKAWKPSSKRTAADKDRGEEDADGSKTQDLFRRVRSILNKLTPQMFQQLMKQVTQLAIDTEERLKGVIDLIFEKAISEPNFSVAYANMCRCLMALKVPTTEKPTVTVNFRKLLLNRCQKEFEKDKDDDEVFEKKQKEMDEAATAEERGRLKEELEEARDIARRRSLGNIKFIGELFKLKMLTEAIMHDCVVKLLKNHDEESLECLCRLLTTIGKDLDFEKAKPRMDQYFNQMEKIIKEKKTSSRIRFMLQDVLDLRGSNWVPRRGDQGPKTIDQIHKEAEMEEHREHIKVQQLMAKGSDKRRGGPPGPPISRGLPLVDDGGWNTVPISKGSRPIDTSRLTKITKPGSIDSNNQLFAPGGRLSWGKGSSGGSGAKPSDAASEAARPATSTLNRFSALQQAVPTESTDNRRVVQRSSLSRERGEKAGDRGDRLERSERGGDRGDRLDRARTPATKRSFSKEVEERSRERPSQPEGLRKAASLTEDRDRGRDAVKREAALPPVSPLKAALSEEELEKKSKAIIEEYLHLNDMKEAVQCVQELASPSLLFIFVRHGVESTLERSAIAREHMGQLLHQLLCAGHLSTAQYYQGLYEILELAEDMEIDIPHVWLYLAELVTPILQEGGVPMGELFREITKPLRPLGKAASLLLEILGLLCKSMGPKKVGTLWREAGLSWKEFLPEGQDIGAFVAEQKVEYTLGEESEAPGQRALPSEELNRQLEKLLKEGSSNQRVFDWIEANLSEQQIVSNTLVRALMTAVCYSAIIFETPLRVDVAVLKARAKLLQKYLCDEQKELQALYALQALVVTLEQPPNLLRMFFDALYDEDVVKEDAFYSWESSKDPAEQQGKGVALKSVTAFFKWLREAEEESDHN
An asterisk follows results filed as active; . = not tested or not shown; [ ] = dose if it differs, or a comment.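 The calls were made as follows, unless noted: active = inhibition above about 30% (limit read from the data); inactive = the rest.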

Results follow in this order: p47phox inh	Furin inhibitor	EBV gp42 inh	Rad51 HR inh	eIF4E 4G PPI	14-3-3 Bad inh	hK5 inh	Cl transport mod	Thrombin inh
CC1CC(c2ccccc2)n2nc(NC(=O)c3cccs3)nc2N1 (stereo not drawn)
 : -1	-21	6	-7	4	2	6	-0.33	-6
O=C(CSc1nccc2ccccc12)N1CCN(c2ccccn2)CC1
 : -10	-26	4	.	-2	2	1	-3.3*	5
CCN(CC(=O)Nc1ccc2c(c1)OCCO2)C(=O)c1cccc(S(=O)(=O)N2CCOCC2)c1
 : -10	-21	-5	-5	-9	7	-3	0.015	-4
CC(=O)Oc1ccc(N2C(=O)C3C4C=CC(C5CC45)C3C2=O)cc1[N+](=O)[O-] (stereo not drawn)
 : -6	-28	-15	.	6	-2	-10	0.044	0
COc1cccc(C2CC(=O)Nc3cc(OC)c(OC)c(OC)c32)c1OC (stereo not drawn)
 : 11	-13[20 µM]	-17	-9	0	-2[fluorescence artefact?]	10	-0.28	-3
CCOC(=O)c1nnn(-c2nonc2-n2cccc2)c1C
 : -10	-27[20 µM]	-12	17	6	3	-7	0.023	-2
CC(NC(=O)c1ccccc1N)c1ccccc1 (stereo not drawn)
 : -22	-26	-14	21	6	-12	-5	0.34	3
CCN(Cc1ccccc1)C(=O)c1nn(-c2ccc(OC)cc2)c(=O)c2c1c1ccccc1n2C
 : -1	-21	1	4	9	-16	8	-2.2	-1
O=C(c1noc2c1CCCC2)N1CCN(C(c2ccccc2)c2ccccc2)CC1
 : -24	-8	-5	0	2	-3	1	0.24	-4
CCOc1cc(NC(=S)NCCCN2CCOCC2)c(OCC)cc1NC(=O)c1ccccc1
 : -4	-16	-18	.	-1	-3	.	0.0059	-1
CN(C)c1cc(Nc2cccc(O)c2)c([N+](=O)[O-])c2nonc12
 : 11	-23	-8	-3	-1	-2	-5	-1.2	-7
O=C1CC(c2ccccc2)c2ccc(O)cc2O1 (stereo not drawn)
 : -6	-16[20 µM]	-6	-9	3	-5	1	.	0
Cc1nn(-c2cc(N(S(C)(=O)=O)S(C)(=O)=O)c(Cl)cc2Cl)c(=O)n1C
 : -5	-10	2	.	7[fluorescence artefact?]	1	-6	-0.87	-2
Cc1cc(C)n(/C(=C\N(C)C)C(=O)c2ccc(Cl)cc2)n1
 : -8	-25	-12	-8	-1	-7	15	0.31	-3
CCOC(=O)c1c(CNCCN(CC)CC)n(C)c2cc(Br)c(OC)cc12
 : -22	-12[20 µM]	1	18	10[fluorescence artefact?]	67[fluorescence artefact?]	-3	-3*	4
CC(/C=N/NC(=O)c1cc(-c2cccnc2)nc2c1c(C)nn2-c1ccccc1)=C\c1ccccc1
 : -15	-2	2	-4	6	-4	-13	1.2	-17
S=C1SCN(Cc2cccnc2)CN1Cc1cccnc1
 : -16	-13	-12	-1	6	-6	-2	.	1
O=C(c1ccc2c(=O)n(Cc3ccc4c(c3)OCO4)c(=S)[nH]c2c1)N1CCCCC1
 : -3	-16	-16	-7	-2[fluorescence artefact?]	4[fluorescence artefact?]	6	0.75	1
CCc1nc(SCC(=O)N2CC(=O)Nc3ccccc32)c2c(C)c(C)sc2n1
 : -6	-10[20 µM]	7	3	-2	-5	7	5.5*	7
O=C(N/C=C\c1ccccc1)NCc1ccc(Cl)cc1
 : 3	-14	-3	-4	-2	-16	0	-0.25	-3

Single entries from above:
In eIF4E 4G PPI, `CCc1nc(SCC(=O)N2CC(=O)Nc3ccccc32)c2c(C)c(C)sc2n1` reads -2
In hK5 inh, `COc1cccc(C2CC(=O)Nc3cc(OC)c(OC)c(OC)c32)c1OC` (stereo not drawn) reads 10
In 14-3-3 Bad inh, `CCOC(=O)c1nnn(-c2nonc2-n2cccc2)c1C` reads 3

Next compounds follow:
Results follow in this order: p47phox inh	Furin inhibitor	EBV gp42 inh	Rad51 HR inh	eIF4E 4G PPI	14-3-3 Bad inh	hK5 inh	Cl transport mod	Thrombin inh
COCCn1c(SCC(=O)Nc2cc(C)cc(C)c2)nnc1C(C)C
 : 1	-25	-4	11	7	-2	-3	0.1	-10
O=C(c1ccc(S(=O)(=O)Cc2cc(F)ccc2F)c([N+](=O)[O-])c1)N1CCCCC1
 : -8	-20	0	-2	-5	-15	-20	0.28	-2
Cc1noc(NS(=O)(=O)c2ccc(NC(=O)CSc3nc4c(cc3C#N)CCC4)cc2)c1C
 : 11	-9	-32	-2	-5[fluorescence artefact?]	-1	8	-1.2	-7
Fc1ccccc1NC(=S)N1CCN(Cc2ccccc2)CC1
 : -2	-12	22	1	0[fluorescence artefact?]	-15[fluorescence artefact?]	-6	-1.5	-8
O=C(CO/N=C/c1ccc(OC(F)F)cc1)NC1CCCCC1
 : -93	-17	3	23	0	-22	-9	-0.11	-10
Cc1ccc(CS(=O)(=O)c2ccc(C(=O)N3CCCCC3)cc2[N+](=O)[O-])cc1
 : 2	-20	-6	9	-2	-2	-3	-0.21	-5
O=C(CCC(=O)N(CC(=O)NC1CCCCC1)Cc1ccco1)Nc1nccs1
 : -10	-28	-12	-1	2	-2	2	0.42	-4
CCNC(=O)COc1ccc(Br)cc1Cl
 : -10	-26[20 µM]	-3	1	-9[fluorescence artefact?]	6[fluorescence artefact?]	-17	-0.31	-6
COc1ccc(NC(=S)Nc2cccc3cnccc23)cc1
 : -6	-27	-11	-10	0[fluorescence artefact?]	-3	-6	0.78	-6
CC(=O)Nc1ccc(S(=O)(=O)Nc2nc3ccccc3nc2Nc2ccc(O)cc2)cc1
 : -12	-6	-10	1	0	-2	2	-0.16	0
COc1ccc(CN2C(=O)CSC2c2ccncc2)cc1 (stereo not drawn)
 : -3	-11	-13	4	2	-4	-5	.	-4
CC(=O)c1ccc(NC(=S)Nc2cccc(S(=O)(=O)Nc3c(C)n(C)n(-c4ccccc4)c3=O)c2)cc1
 : -13	-19	-18	3	8	-9	-5	-0.83	-11
CCOc1ccc(S(=O)(=O)NCc2ccccn2)cc1
 : 0	-27[20 µM]	-14	6	0	-4[fluorescence artefact?]	-15	.	-2
O=C(NC(=S)Nc1nc(-c2ccc(Br)cc2)cs1)c1cccnc1
 : -12	-14[20 µM]	-9	-1	-24	1[fluorescence artefact?]	-27	-0.098	0
Cc1ccc(S(=O)(=O)N2CCN(S(=O)(=O)N3CCCCC3)CC2)cc1
 : -6	-16[20 µM]	-14	-3	-12	-6[fluorescence artefact?]	-8	-0.47	-4
COc1ccc(CSc2nnc(SCc3ccc([N+](=O)[O-])cc3)s2)cc1
 : -2	-22[20 µM]	-9	1	-7	-12	17	.	-3
CCCCN(C(=O)NC(=O)Nc1ccccc1OC)S(C)(=O)=O
 : -7	-30	-12	-4	-8	15	-25	-0.5	-1
Cc1ccccc1NC(=O)c1ccc(COc2ccc3c(C)cc(=O)oc3c2)cc1
 : -32	-20	-3	3	7	-6	-21	0.038	-6
C/C(=N\NC(=O)Cc1c(C)[nH][nH]c1=O)c1ccc(Cl)c(Cl)c1
 : -7	-19	-11	-4	-3	-5	-3	.	-5
CCN1CCN(C(=O)CN2C(=O)c3cccc4cccc2c34)CC1
 : -7	-20[20 µM]	-8	15	-3	-6	4	-0.15	1

Full records, looked up by structure. Screens in order: p47phox inh, Furin inhibitor, EBV gp42 inh, Rad51 HR inh, eIF4E 4G PPI, 14-3-3 Bad inh, hK5 inh, Cl transport mod, Thrombin inh
CCc1nc(SCC(=O)N2CC(=O)Nc3ccccc32)c2c(C)c(C)sc2n1 in the list: -6, -10[20 µM], 7, 3, -2, -5, 7, 5.5*, 7
COCCn1c(SCC(=O)Nc2cc(C)cc(C)c2)nnc1C(C)C in the list: 1, -25, -4, 11, 7, -2, -3, 0.1, -10

Going on with the list:
Results follow in this order: p47phox inh	Furin inhibitor	EBV gp42 inh	Rad51 HR inh	eIF4E 4G PPI	14-3-3 Bad inh	hK5 inh	Cl transport mod	Thrombin inh
CCOC(=O)c1ccc(NC(=O)CN(c2ccc(C)cc2)S(=O)(=O)c2c(C)n[nH]c2C)cc1
 : -4	-27	16	.	-9	2	0	.	1
COCCN1C(=O)C(=O)/C(=C(/O)c2ccc(S(=O)(=O)N3CCOCC3)cc2)C1c1cccc(O)c1 (stereo not drawn)
 : -7	6	0	0	1	-2	1	-0.75	4
Cc1ccc(NS(=O)(=O)c2ccc(Cl)s2)cc1S(=O)(=O)N(C)C
 : 0	-17	-15	-1	-3	2[fluorescence artefact?]	-2	-0.019	-6
CC/C(C)=C1\SC(N2CCOCC2)=NC1=O
 : -16	-10[20 µM]	-15	.	-3[fluorescence artefact?]	-3[fluorescence artefact?]	-25	.	1
COc1ccccc1Nc1nc(N)nc(CN(C)C2CCCCC2)n1
 : -12	-30[20 µM]	-35	2	6	2	2	.	4
CCn1ccnc1CN(C)Cc1nc(-c2ccc3c(c2)OCO3)no1
 : -11	-20	-3	0	1	-10	.	-0.092	-1
CC(NC(=S)NCCCN1CCOCC1)C12CC3CC(CC(C3)C1)C2 (stereo not drawn)
 : -8	-22	-9	3	-1	-3	8	0.0087	-9
O=C(Nc1cccn(Cc2c(Cl)cccc2Cl)c1=O)c1ccc(Cl)cc1
 : -14	-10[20 µM]	1	-1	1	-12	5	0.15	-1
COc1ccc2c(C)cc(SCC(=O)Nc3ncc(Cl)cc3Cl)nc2c1
 : -31	-6	-53	.	14[fluorescence artefact?]	-19	3	-0.64	5
NC(=O)C1CCN(C(=O)/C=C/c2cc(Br)ccc2F)CC1
 : -6	-30	-14	4	0	-4	-4	0.5	-5
CC(C)NC(=O)c1onc(CSc2ccccc2)c1C(=O)O
 : -3	-22[20 µM]	2	6	6	28	-20	-0.12	-8
CCOC(=O)c1ccc(N=NN(C)C)cc1
 : -12	-10	-18	6	0	-2	1	0.43	-3
Cc1ccc(N/C(N)=N/c2nc(CSc3nnc(N)s3)cc(=O)[nH]2)cc1
 : -3	-15	-8	12	1	-3	0	.	-1
CCOC(=O)c1c(NC(=O)COC(=O)c2cc(OC)c(OC)cc2[N+](=O)[O-])sc(C)c1CC
 : -32	-21	-4	-12	0	-18	-24	0.25	-5
COc1ccc(OC)c(/C=N/NC(=O)c2cc[n+](CC(=O)c3ccccc3)cc2)c1
 : -2	-4[20 µM]	-2	-11	1	-5	-5	-0.37	-2
